# Screening results from PubChem.
# SUMO1-SIM PPI: alters human SUMO1 binding to SIM partners; 0.33% of 360,000 active; AID 602429; SUMO1 binding to a labelled peptide, TR-FRET, 1 h; P63165; inhibition, % at 20 µM; in the data active means inhibition above about 37%
# Target sequence (P63165 whole entry, looked up): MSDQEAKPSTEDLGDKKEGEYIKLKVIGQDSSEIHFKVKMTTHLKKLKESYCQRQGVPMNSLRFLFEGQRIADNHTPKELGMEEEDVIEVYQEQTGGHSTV
# NadD inh: NadD (S. aureus) enzyme inhibition; 0.78% of 360,000 active; inhibition, % at 20 µM; purified NadD enzyme, colorimetric absorbance read-out; in the data active means inhibition above about 26%; further: some compounds past the cut are filed as inactive
# STEP block: STEP (human) phosphatase inhibition | P54829 | recombinant STEP, OMFP fluorogenic substrate, fluorescence | inhibition, % at 20 µM | 0.25% of 360,000 active | AID 588621;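 active means inhibition at 20 µM, scaled per plate between control wells, above about 37%, limit read from the data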;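 further: 0% = DMSO with enzyme and substrate and 100% = substrate only without enzyme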
# Target sequence (P54829 whole entry, looked up): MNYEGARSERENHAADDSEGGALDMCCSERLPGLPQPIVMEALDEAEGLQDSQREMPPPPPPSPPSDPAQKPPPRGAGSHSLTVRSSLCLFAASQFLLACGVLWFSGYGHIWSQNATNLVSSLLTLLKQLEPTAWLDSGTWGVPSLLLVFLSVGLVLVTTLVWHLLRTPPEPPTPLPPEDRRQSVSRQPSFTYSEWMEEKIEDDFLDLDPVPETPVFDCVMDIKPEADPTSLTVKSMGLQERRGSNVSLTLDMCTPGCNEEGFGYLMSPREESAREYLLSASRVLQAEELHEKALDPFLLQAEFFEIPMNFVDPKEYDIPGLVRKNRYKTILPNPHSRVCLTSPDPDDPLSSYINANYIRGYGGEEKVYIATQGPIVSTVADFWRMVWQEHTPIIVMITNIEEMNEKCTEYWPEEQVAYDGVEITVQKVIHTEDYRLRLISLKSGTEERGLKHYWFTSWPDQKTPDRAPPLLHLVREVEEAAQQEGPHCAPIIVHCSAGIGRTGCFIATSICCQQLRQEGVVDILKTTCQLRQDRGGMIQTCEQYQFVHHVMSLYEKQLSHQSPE
#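 Assay system: isolated STEP enzyme / Timing: 20 min at room temperature, dark / Doses: 20 µM, 1% DMSO / Technique: fluorescence intensity, excitation 480 nm, emission 540 nm / Reagent: fluorogenic phosphatase substrate OMFP at 25 µM final / Measure: percent inhibition scaled to no-enzyme and uninhibited-enzyme controls, plate-pattern corrected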
# DNMT1 block: inhibitors of human DNMT1. DNMT1 molecular beacon, Hinp1I cleavage, fluorescence. P26358. inhibition (reported as % activation of signal), % at 10 µM. 0.83% of 360,000 active; in the data active means inhibition above about 50%
# TbMetRS inhib: Trypanosoma brucei MetRS inhibition | inhibition, % at 11.9 µM | purified T. brucei MetRS, ATP depletion, Kinase-Glo luminescence | 0.4% of 360,000 active;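 active means inhibition above a per-plate cutoff of the control wells' mean inhibition plus 3 SD, cut at about 5.5% in these data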;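 further: 0% = DMSO wells median and 100% = median of wells with control inhibitor compound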
#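 technique = Kinase-Glo luminescence, ATP depletion format | system = purified MetRS (methionyl-tRNA synthetase) enzyme from Trypanosoma brucei | timing = 15 min preincubation, 2 h reaction, all 25 °C | evaluation = percent inhibition versus plate control medians | dosing = single dose, 11.9 µM final nominal, 0.9% final DMSO | also added = substrates ATP, L-methionine and bulk Escherichia coli tRNA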
# Scp1 inh: inhibitors of human Scp-1 phosphatase; Recombinant Scp1, phosphopeptide, malachite green phosphate absorbance; inhibition, % at 20 µM; 0.88% of 340,000 active; AID 493091;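 active means inhibition above about 50% at 20 µM, limit read from the data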;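 further: plate controls were DMSO wells with enzyme for no effect and wells lacking enzyme for full effect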
# Target sequence (Q9GZU7 76-261 limits assumed): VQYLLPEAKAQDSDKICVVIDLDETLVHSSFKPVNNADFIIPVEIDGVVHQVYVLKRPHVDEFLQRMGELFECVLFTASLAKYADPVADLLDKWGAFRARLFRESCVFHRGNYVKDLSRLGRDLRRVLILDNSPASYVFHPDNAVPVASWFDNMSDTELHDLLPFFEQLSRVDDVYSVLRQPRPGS
#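 Test system – truncated SCP-1 phosphatase (76-261aa) · Reagent – Phosphorylated 17-residue peptide substrate · Incubation – 45 min room-temperature reaction, 5 min colour, 30 min stabiliser · Detection – colorimetric phosphate reagent with accelerator and stabiliser, absorbance at 630 nm · Measure – % inhibition at 20 µM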
# LMPTP block: blocks human LMPTP phosphatase. 0.22% of 360,000 active. AID 651560. P24666. recombinant LMPTP-A, OMFP fluorogenic substrate, fluorescence intensity. inhibition, % at 20 µM;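 active means compounds that cut the enzyme signal by at least half of the control window in the single-dose screen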;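 further: plate controls were DMSO wells with enzyme plus substrate for no effect and substrate without enzyme for full effect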
# Target sequence (P24666 whole entry, looked up): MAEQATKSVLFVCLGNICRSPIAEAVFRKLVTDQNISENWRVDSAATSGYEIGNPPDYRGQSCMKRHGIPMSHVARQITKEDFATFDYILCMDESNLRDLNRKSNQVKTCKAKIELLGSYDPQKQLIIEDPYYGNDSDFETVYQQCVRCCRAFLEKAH
#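 Test system: LMPTP-A phosphatase enzyme. Amount: LMPTP-A at 0.625 nM final in the reaction. Reagent: OMFP substrate, 400 µM final. Times: 50 min at room temperature. Signal: endpoint fluorescence intensity from OMFP dephosphorylation. Read-out basis: % inhibition. Benchmarks: no-enzyme and uninhibited controls.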
# PABP1 MLLE inh: inhibitors of microRNA-mediated deadenylation, human PABP1 MLLE binding | 0.36% of 360,000 active | AID 588489 | inhibition, % at 20 µM | GST-MLLE / FITC-PAM2 fluorescence polarization | P11940; in the data active means inhibition above about 35%, passing the limit was not always enough;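 further: plate controls were DMSO wells with GST-MLLE for no effect and wells lacking GST-MLLE protein for full effect; some results filed as inactive read as strong as hits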
# CSN deneddyl inh: blocks human CSN-mediated cullin deneddylation; Q92905; Purified CSN, SCF-Nedd8-OG deneddylation, fluorescence polarization; inhibition, % at 12.5 µM; 0.38% of 360,000 active; AID 651999;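 active means pattern-corrected inhibition above about 35%, with an unprinted fluorescence ratio check between 0.5 and 1.5, limit read from the data, passing the limit was not always enough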;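 further: 0% = enzyme with substrate and 100% = substrate without enzyme; some results filed as inactive read as strong as hits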
#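 Material: purified human Csn5 enzyme expressed in HEK293T cells / Medium: Tris buffer pH 7.5, NaCl, DTT, Tween-20, trehalose, ovalbumin / Compound dosing: 12.5 µM single point / Schedule: 90 min incubation of compound, enzyme and substrate at room temperature / Signal: fluorescence polarization of the substrate / Control set: no-enzyme wells high, enzyme-with-substrate wells low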
# Rpn11 inh: blocks the human proteasome subunit Rpn11; human 26S proteasome, Ub4-pepOG fluorescence polarization; 20S core pre-blocked with epoxomicin; O00487; AID 588493; calls only at 20 µM; 0.59% of 360,000 active;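 active means inhibition at 20 µM, scaled to each plate's controls, above about 33%, limit read from the data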
# Active calls of the source: *; i = inactive; · = no result given; + = active, no number.
# The opening 15 compounds, ahead of the listing:
nr	Scp1 inh	CSN deneddyl inh	Rpn11 inh	STEP block	SUMO1-SIM PPI	LMPTP block	DNMT1 block	TbMetRS inhib	NadD inh	PABP1 MLLE inh	SMILES
1	-6	0	i	-1	-2	0.0	-4	-0.5	3	35	Cc1ccc(NC(=S)NNc2ncc(C(F)(F)F)cc2Cl)c(C)c1
2	3	-1	i	-4	-7	0.5	-7	-0.3	-2	-10	COc1ccc(NS(=O)(=O)c2cc(NC(=O)CC(C)(C)C)ccc2N2CCCC2)cc1
3	-4	4	i	-2	-1	-2.7	3	1.5	-7	-1	Nc1cc(=O)[nH]c(SCC(=O)Nc2cccc(Cl)c2)n1
4	2	4	i	-2	-34	-1.9	0	0.0	-3	20	O=C(CCN1C(=O)/C(=C/c2ccccc2)SC1=S)NCCCN1CCOCC1
5	10	0	i	0	1	-0.9	-1	-0.8	3	39*	CCC(SCC(=O)OC)C(=O)Nc1nnc(C(C)C)s1 (stereo not drawn)
6	-3	1	i	-1	14	1.0	2	1.5	-2	-2	Cc1cc(C)nc(NS(=O)(=O)c2ccc(NC(=O)c3cc(=O)c4ccccc4o3)cc2)n1
7	-2	-1	i	-2	2	1.1	-9	0.0	-4	6	Cc1cc(NC(=O)CS(=O)(=O)c2cn(Cc3cccc(F)c3)c3ccccc23)no1
8	·	2	i	1	1	-2.2	4	-0.6	4	6	CCC[C@H]1CN(c2ccccc2)C(=O)[C@@H]1CC(=O)NC
9	-7	2	i	-4	-1	1.9	4	-0.3	-3	6	Cn1c(CCN2CCCCC2)nc2cc(NC(=O)NC3CCCCC3)ccc21
10	0	2	i	0	5	-0.6	2	-0.7	3	10	COc1ccc(OC)c(S(=O)(=O)Nc2ccc(OCC(=O)O)cc2)c1
11	-8	3	i	0	3	-0.1	4	-0.5	-3	0	CC(C)(C)NC(=O)Cn1nnc(-c2ccccc2NC(=O)c2ccco2)n1
12	-4	4	i	-3	6	0.1	-1	-0.5	2	-5	C[C@H](CO)N1C[C@H](C)[C@@H](CN(C)S(=O)(=O)c2ccc(F)cc2)Oc2ccc(NS(=O)(=O)c3ccc(F)cc3)cc2C1=O
13	·	4	i	0	-3	15	2	-0.4	-1	-19	CC1C(=O)N(Cc2cn(Cc3ccco3)nn2)CCS(=O)(=O)N1Cc1ccc(-c2ccncc2)cc1 (stereo not drawn)
14	-9	0	i	-3	5	-0.4	-3	0.3	0	10	CCOC(=O)C(CCCCC(NC(C)=O)(C(=O)OCC)C(=O)OCC)(NC(C)=O)C(=O)OCC
15	-8	-5	i	-1	0	-0.1	0	-1.1	-4	-7	O=C(NN1CCOCC1)c1ccc(Cl)cc1Cl

# All compounds of this part, previewed entries included:
nr	Scp1 inh	CSN deneddyl inh	Rpn11 inh	STEP block	SUMO1-SIM PPI	LMPTP block	DNMT1 block	TbMetRS inhib	NadD inh	PABP1 MLLE inh	SMILES
1	-6	0	i	-1	-2	0.0	-4	-0.5	3	35	Cc1ccc(NC(=S)NNc2ncc(C(F)(F)F)cc2Cl)c(C)c1
2	3	-1	i	-4	-7	0.5	-7	-0.3	-2	-10	COc1ccc(NS(=O)(=O)c2cc(NC(=O)CC(C)(C)C)ccc2N2CCCC2)cc1
3	-4	4	i	-2	-1	-2.7	3	1.5	-7	-1	Nc1cc(=O)[nH]c(SCC(=O)Nc2cccc(Cl)c2)n1
4	2	4	i	-2	-34	-1.9	0	0.0	-3	20	O=C(CCN1C(=O)/C(=C/c2ccccc2)SC1=S)NCCCN1CCOCC1
5	10	0	i	0	1	-0.9	-1	-0.8	3	39*	CCC(SCC(=O)OC)C(=O)Nc1nnc(C(C)C)s1 (stereo not drawn)
6	-3	1	i	-1	14	1.0	2	1.5	-2	-2	Cc1cc(C)nc(NS(=O)(=O)c2ccc(NC(=O)c3cc(=O)c4ccccc4o3)cc2)n1
7	-2	-1	i	-2	2	1.1	-9	0.0	-4	6	Cc1cc(NC(=O)CS(=O)(=O)c2cn(Cc3cccc(F)c3)c3ccccc23)no1
8	·	2	i	1	1	-2.2	4	-0.6	4	6	CCC[C@H]1CN(c2ccccc2)C(=O)[C@@H]1CC(=O)NC
9	-7	2	i	-4	-1	1.9	4	-0.3	-3	6	Cn1c(CCN2CCCCC2)nc2cc(NC(=O)NC3CCCCC3)ccc21
10	0	2	i	0	5	-0.6	2	-0.7	3	10	COc1ccc(OC)c(S(=O)(=O)Nc2ccc(OCC(=O)O)cc2)c1
11	-8	3	i	0	3	-0.1	4	-0.5	-3	0	CC(C)(C)NC(=O)Cn1nnc(-c2ccccc2NC(=O)c2ccco2)n1
12	-4	4	i	-3	6	0.1	-1	-0.5	2	-5	C[C@H](CO)N1C[C@H](C)[C@@H](CN(C)S(=O)(=O)c2ccc(F)cc2)Oc2ccc(NS(=O)(=O)c3ccc(F)cc3)cc2C1=O
13	·	4	i	0	-3	15	2	-0.4	-1	-19	CC1C(=O)N(Cc2cn(Cc3ccco3)nn2)CCS(=O)(=O)N1Cc1ccc(-c2ccncc2)cc1 (stereo not drawn)
14	-9	0	i	-3	5	-0.4	-3	0.3	0	10	CCOC(=O)C(CCCCC(NC(C)=O)(C(=O)OCC)C(=O)OCC)(NC(C)=O)C(=O)OCC
15	-8	-5	i	-1	0	-0.1	0	-1.1	-4	-7	O=C(NN1CCOCC1)c1ccc(Cl)cc1Cl
16	-5	-1	i	-1	-16	0.5	-39	1.8	7	17	Cc1nc(COc2cccc(Cl)c2)sc1C(=O)/C=C/N(C)C
17	11	2	i	8	-4	0.4	2	0.2	0	6	Cn1cc(/C=N/NC(N)=S)c2ccccc21
18	-1	-3	i	1	2	0.2	7	-1.0	-4	3	Cc1ccc(SCCC(=O)OCC(=O)NCC2CCCCC2)cc1
19	6	6	i	-1	-3	0.4	3	0.1	-5	-1	CC(C)(C)C(=O)Nc1ccc(NC(=O)C(C)(C)C)cc1
20	-5	-3	i	-1	5	1.0	-2	-0.3	1	-4	Cc1ccc(-n2ncc3c2CCCC3NC(=O)c2ccoc2)cc1C (stereo not drawn)
21	-6	-6	i	1	-2	-0.9	4	-0.1	-1	-7	C=CCn1cc(Cl)c(=O)n(CC=C)c1=O
22	-2	3	i	-2	-3	0.0	-1	-0.6	-7	0	Cc1ccc(S(=O)(=O)NCc2ccccc2)cc1C(=O)N(C)Cc1ccc(F)cc1
23	-1	6	+	0	1	-0.7	11	0.2	18	-7	Cc1cccc(N2CCN(S(=O)(=O)c3cc4c(cc3Cl)NC(=O)CO4)CC2)c1C
24	-7	2	i	2	-14	8.3	2	-0.6	8	-15	N=c1c(C(=O)NCc2ccccc2)cc2c(=O)n3ccccc3nc2n1CCCN1CCOCC1
25	-10	-5	i	0	-15	1.0	1	1.1	3	9	O=C1CCCc2c1[nH]c1c(Br)cccc21
26	-5	-5	i	-4	4	0.3	1	-0.3	-6	-6	Cn1cc(NC(=O)OCc2ccc(Cl)cc2)c(C(F)(F)F)n1
27	-6	-7	i	1	-2	-0.8	-1	-0.6	-7	-10	CC(C)c1ccccc1NC(=O)CNC(C)c1ccc(F)cc1 (stereo not drawn)
28	-7	4	i	-2	0	0.2	1	-0.1	-1	1	Cc1cc(CNC(=O)C2CCC(=O)N(CCc3cccc(F)c3)C2)nn1C (stereo not drawn)
29	-4	-1	i	0	-5	0.3	-2	0.4	-4	12	N#Cc1nc(-c2ccco2)oc1NCc1ccco1
30	-2	-2	i	-2	-1	0.1	1	-0.8	0	-10	Cc1ccc(S(=O)(=O)N2CCN(S(=O)(=O)N(C)C)CC2)cc1
31	-4	-5	i	0	-16	2.1	-11	-0.2	-5	15	COC(=O)CCCC1=CC2=CC(=O)C(C)(OC(=O)c3cccs3)C(=O)C2=CN1CC(C)C (stereo not drawn)
32	-5	-5	i	-1	-6	1.0	-1	0.5	3	7	O=C(c1cn(CC2CCCCC2)nn1)N1CCN(c2ccc(F)cc2)CC1
33	-7	-2	i	-2	0	-1.0	-1	-0.7	-5	3	O=C1CC(N2CCSCC2)C(=O)N1c1ccc(Br)cc1 (stereo not drawn)
34	·	9	i	3	-5	2.3	3	-0.7	0	2	C[C@H]1COC[C@@H](C/C=C/c2ccccc2)N1c1ccccc1
35	-8	6	i	-6	3	-0.9	0	-0.6	-1	10	Cn1cnnc1SCC(=O)Nc1ccc(S(N)(=O)=O)cc1
36	-3	-5	i	1	-8	0.7	-4	-0.1	-1	-5	O=[N+]([O-])c1ccc(OCc2nnc(-c3ccccc3)o2)cc1
37	-4	7	i	-2	-2	1.4	3	-0.5	3	12	COc1cccc(S(=O)(=O)NCc2ccc3c(c2)OCO3)c1
38	-14	-4	i	3	0	-0.4	-1	-0.8	4	-5	O=C(NCC1CCCO1)c1ccc(/C=N/O)nc1 (stereo not drawn)
39	-9	-1	i	1	0	0.0	-1	0.5	-4	-2	Cc1cc(C)c(S(=O)(=O)N2CCN(C(=O)C(C)Cn3nc(C)nc3C)CC2)c(C)c1 (stereo not drawn)
40	·	6	i	1	-138	-4.3	-8	-0.1	-1	-2	O=C1Nc2cc(C(=O)NCCCN3CCCC3)ccc2S/C1=C/c1cccc(Cl)c1
41	-5	-6	i	0	0	-1.1	0	0.0	-2	-2	CCOC(=O)C(CC(=O)O)N1CCCCC1 (stereo not drawn)
42	-2	-1	i	8	-13	1.1	44	0.4	11	-107	CC(=O)c1cccc(NC(=S)N2CCN(CCN3C(=O)c4cccc5cccc(c45)C3=O)CC2)c1
43	-7	2	i	7	4	4.6	-16	0.3	-12	-3	Cc1[nH]c2ccccc2c1C(=O)CSc1nc2ccccc2c(=O)n1CCCN1CCOCC1
44	-3	7	i	6	-1	0.3	33	0.3	-1	-13	COc1cc(OC)c(/C=N/NC(=O)c2ccc(NC(C)=O)cc2)cc1Br
45	-1	-2	i	0	-4	1.4	-1	-0.9	-3	5	Cc1ccc(-n2c(SCC(=O)O)nc3sc4c(c3c2=O)CC(C)(C)SC4)cc1
46	25	-1	i	-2	-3	-1.1	-1	-0.7	2	14	O=C1CCCC2=C1C(c1ccsc1)CC(=O)N2c1ccccc1 (stereo not drawn)
47	-5	1	i	7	-6	-0.9	0	0.2	-4	6	Cc1ccc(C(=O)Nc2cccc3ncccc23)cc1[N+](=O)[O-]
